Autophagy mod: autophagy modulators in MEF cells, primary screen, imaging, high-content, MEF GFP-LC3 | MEF GFP-LC3 puncta imaging; test concentration mostly 10 µM | 190,000 compounds, 0.98% hits | AID 463193, 2010 | calls only at 10 µM (by protocol);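 active = percentage of spot-positive cells more than 3 SD above its plate mean, without a fluorescence outlier flag or 80% toxicity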;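 also: spot-positive cell cutoff set from DMSO-treated cells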
b-catenin transl: modulators of beta-catenin nuclear translocation, primary screen, imaging, HeLa cells, immunofluorescence, high-content; 190,000 compounds, 0.3% hits; nuclear translocation activity, % at 5 µM;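 active = nuclear translocation activity above 50% at 5 µM, with a well cell count of 50 or more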;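 also: per-cell ratio of nuclear to cytoplasmic median beta-catenin stain intensity; plate controls were DMSO negative control for no effect and GSK-3 inhibitor IX positive control for full effect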
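Test system: human HeLa cell line; Doses: 5 µM primary, 0.02–20 µM confirmation; Incubation: 24 h compound exposure, 37°C; Detection: beta-catenin immunofluorescence imaging with DAPI; Read-out: beta-catenin nuclear/cytoplasmic ratio, % activation.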
Hep lipid drop: inhibitors of hepatocyte lipid droplet formation, primary screen, imaging, high-throughput imaging, BODIPY stain; AML12 mouse hepatocytes, oleate lipid droplets; 240,000 compounds, 0.4% hits; AID 1656, 2009; inhibition, % at 6.5 µM;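 active = lipid droplet intensity inhibited by at least 50%, with more than 500 cells counted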
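Test system: AML12 hepatocytes (mouse); reagent: oleate loading, 100 µM; dosing: one dose, 6.5 µM compound; incubation: overnight exposure; signal: fluorescence imaging, 20x objective, two fields per well; read-out basis: % inhibition of corrected integrated BODIPY droplet signal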
Yfh1-depleted yeast: enhancers of respiration in Yfh1-depleted yeast, dose response, Friedreich's ataxia, plus single-dose screen (AID 1465); S. cerevisiae Yfh1-off respiration, WST-1 reduction, 72 h; higher fold induction means a stronger effect; 220,000 compounds, 0.074% hits; fold induction at 50 µM, or EC50 in µM where a hit was titrated;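 active = fold induction of absorbance versus untreated yeast above a set limit, then at least 30% activation at any dose in follow-up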;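 also: activators that raise dye reduction in frataxin-depleted yeast; strong numbers were not always called active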
HEK293 NOD2/NF-kB: NOD2 signaling inhibitors, cell-based, luminescence, uHTS, HEK293 (AID 1566); HEK293 NOD2/NF-kB luciferase reporter, luminescence; higher % means a stronger effect; one-dose inhibition, % at 4 µM; EC50 in µM for titrated hits; 290,000 compounds, 0.63% hits; in the data active = inhibition above about 50%; also: many of its hits are not listed in these tables
WT yeast gro inh: growth inhibition of WT strain, primary screen, mitochondrial fusion inhibitor project, WT and mutant strains, chemical genetic. 190,000 compounds, 2.1% hits. inhibition, % at 10 µM. mitochondrial fusion phenotypic screen; in the data active = inhibition above about 58%; tested in S. cerevisiae
MT stabilizer: microtubule stabilizers in HeLa cells, primary screen, imaging, high-content imaging; % tubulin-high responders, % at 10 µM; HeLa tubulin immunostaining HCS, 24 h; share of cells brighter than vehicle mean+2SD; 200,000 compounds, 0.83% hits;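 active = plate Z-score above 3 for both tubulin-high and condensed-nucleus cell shares, with cell loss under 80%, at 10 µM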;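 also: anti alpha tubulin signal scored within the nucleus-defined area of each cell; some results filed as inactive read as strong as hits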
Dynein transport: inhibitors of GR-EGFP nuclear translocation, primary screen, dynein cargo transport inhibitor project, imaging, high-content, 3617.4 mouse cells; test concentration mostly 20 µM; stimulated with dexamethasone, 1 µM; active compounds read low; z-score, hits read low; 220,000 compounds, 0.47% hits; AID 1381, 2008;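 active = plate z-score of nuclear minus cytoplasmic receptor signal below a set negative limit, without overly bright fluorescence or cell loss, cut at about -3.5 in these data, passing the limit was not always enough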;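 also: z-score of nuclear minus cytoplasmic ring GR-EGFP intensity difference per well; some compounds called inactive have numbers as strong as hits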
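medium = tetracycline-free induction medium containing charcoal-stripped FBS | also added = 1.0 µM final dexamethasone stimulus | schedule = 48 h induction, 1 h compound, 30 min dex at 37 °C | technique = fixed, Hoechst-stained cells imaged at 10x for EGFP | measure = GR-EGFP nuclear translocation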
Ins promoter up: insulin promoter activators in MIN6 cells, imaging, high-content screening, mouse beta cells | MIN6 insulin promoter-GFP reporter; active compounds read high | z-score at 5 µM | 190,000 compounds, 0.3% hits;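 active = z-score above 3 at 5 µM with at least 500 cells counted in the well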
WT yeast gro inh mutant strain: recorded beside WT yeast gro inh, whose call it bears; inhibition, %; mitochondrial fusion phenotypic screen, mutant strain inhibition
Dynein transport cytoplasmic EGFP: also measured in Dynein transport; calls as there; z-score; measured here: cytoplasmic GR-EGFP intensity; active compounds read high
Dynein transport nuclear GR-EGFP: also measured in Dynein transport; calls as there; z-score; measured here: nuclear GR-EGFP intensity;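 lower value marks the stronger effect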
Dynein transport cell count: second read-out of Dynein transport, no call of its own (marks repeat the call); z-score; measured here: cell count per field
Ins promoter up cell count: second read-out of Ins promoter up, no call of its own (marks repeat the call); cell count; measured here: cytotoxicity, nuclei count;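 total cells summed across four imaged fields per well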
Hep lipid drop cells 6.5 µM: also measured in Hep lipid drop; calls as there; cell count; measured here: cell count, cytotoxicity flag;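 cells counted across two imaged fields per well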
b-catenin transl cell count 5 µM: second read-out of b-catenin transl, no call of its own (marks repeat the call); cell count; measured here: cell count, cytotoxicity flag
MT stabilizer Hoechst-high %: second read-out of MT stabilizer, no call of its own (marks repeat the call); % Hoechst-high responders; measured here: nuclear condensation Hoechst responders;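 share of cells brighter than vehicle mean plus two SD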
MT stabilizer cytotoxicity %: second read-out of MT stabilizer, no call of its own (marks repeat the call); toxicity, %; measured here: cytotoxicity by cell density;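 0% = mean cell density of plate MIN control wells and 100% = no cells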
Autophagy mod cell loss 18 h: further read-out of Autophagy mod, marked with its call; toxicity, %; measured here: cell loss, nuclei count;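 cell loss after 18 h compound exposure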
Starred values were filed as active, the others as inactive; i = inactive; / = not tested or not shown. Only part of the results is shown; count on the stated rates, not on these rows.

item	molecule	Autophagy mod	Autophagy mod cell loss 18 h	b-catenin transl	b-catenin transl cell count 5 µM	Hep lipid drop	Hep lipid drop cells 6.5 µM	Yfh1-depleted yeast	HEK293 NOD2/NF-kB	WT yeast gro inh	WT yeast gro inh mutant strain
1	COC(=O)c1ccc(C(=O)OC)c(N)c1	/	/	-1.3	1334	/	/	i	8%	0	24
2	Cc1ccc(-n2nc3ccc(NC(=O)/C=C/c4ccco4)cc3n2)cc1C	i	-1	3.7	1350	/	/	i	-14%	0	7
3	CC(C)CCN1CCN(Cc2ccc(C#CCCO)cc2)CC1CCO (stereo not drawn)	i	11	0.6	1156	6	734	i	-6%	-1	4
4	CCNC(=O)CN(CCc1ccccc1)S(C)(=O)=O	i	0	-1.0	1074	10	756	i	-5%	8	3
5	Cc1ccc(C)c(OCC(=O)O/N=C(\N)c2ccccn2)c1	i	2	-1.7	1414	/	/	i	-45%	3	8
6	O=C(Cn1cncn1)N/N=C/c1cccc(Cl)c1	/	/	0.5	1316	0	731	i	-13%	/	/
7	Cc1ccc(C)c(NC(=S)NCCCN2CCOCC2)c1	i	10	-0.2	1075	4	653	i	13%	1	5
8	O=C(O)c1ccccc1NS(=O)(=O)c1cccc(C(F)(F)F)c1	i	12	-3.5	1220	7	783	i	-7%	2	12
9	NC(=NCCc1c[nH]c2ccccc12)NS(=O)(=O)c1ccc(F)cc1	i	14	0.6	984	-2	313	i	24%	-9	-23
10	CCCCOc1ccc(C(=O)N/N=C/c2ccc(OCCN3CCCCC3)c(OC)c2)cc1	i	2	3.6	489	5	695	i	19%	15	11

item	MT stabilizer	MT stabilizer Hoechst-high %	MT stabilizer cytotoxicity %	Dynein transport	Dynein transport cytoplasmic EGFP	Dynein transport nuclear GR-EGFP	Dynein transport cell count	Ins promoter up	Ins promoter up cell count
1	1.3	1.5	2.2	-0.16	-0.21	0.23	0.22	0.58	1611
2	1.0	1.1	4.6	-0.64	-0.18	-0.37	0.39	-0.54	1293
3	2.7	1.4	1.1	-0.5	0.15	-0.12	0.38	-0.28	1420
4	2.3	2.2	57	0.42	-0.25	0.58	1.3	-0.65	1308
5	2.4	1.3	5.0	0.85	-0.22	-0.62	-0.59	1.9	1596
6	/	/	/	-0.45	-0.23	0.41	-0.095	-0.32	1031
7	4.7	2.0	6.0	0.38	-0.11	0.14	-1.6	0.62	1433
8	1.8	0.8	4.6	0.33	-0.2	0.35	1.5	-0.12	915
9	6.4	1.4	8.1	0.4	-0.31	-0.13	-0.41	0.01	1224
10	2.1	1.6	13	1	0.54	0.82	-1.2	0.24	1347

New compounds follow.
item	molecule	Autophagy mod	Autophagy mod cell loss 18 h	b-catenin transl	b-catenin transl cell count 5 µM	Hep lipid drop	Hep lipid drop cells 6.5 µM	Yfh1-depleted yeast	HEK293 NOD2/NF-kB	WT yeast gro inh	WT yeast gro inh mutant strain
11	O=C(/C=C/c1ccc(S(=O)(=O)N2CCOCC2)cc1)NCCCn1ccnc1	i	-41	-0.4	1110	0	686	i	6%	1	6
12	CC(NS(=O)(=O)c1ccc(CCC(=O)NCc2cccnc2)cc1)c1ccccc1 (stereo not drawn)	i	-2	/	/	0	818	i	-13%	10	10
13	CS(=O)(=O)N1CCN(C(=O)C(Sc2ccccc2)c2ccccc2)CC1 (stereo not drawn)	i	-2	-0.7	1094	-4	648	i	12%	-9	-19
14	NS(=O)(=O)c1ccc(NC(=O)COC(=O)CSc2n[nH]c(-c3ccccc3)n2)cc1	i	11	0.2	1175	/	/	i	13%	-1	-1
15	COc1cc(/C=N/NC(N)=O)ccc1OCC(=O)N1C(C)CCCC1C (stereo not drawn)	i	-4	-1.9	1092	-3	692	i	20%	-9	-13
16	Cc1cc2nc3ccc(=[N+](C)C)cc-3sc2cc1N	/	/	1.1	940	-12	629	i	14%	/	/
17	CNC(=O)CSCc1c(Cl)cccc1Cl	i	-4	-2.0	1124	-1	748	i	-13%	-2	-13
18	COc1ccc2oc(C(=O)NCCC(C)C)c(C)c2c1	i	14	-0.5	1091	16	708	i	-66%	14	15
19	COC(=O)c1c(NC(=O)CN2CCC(C)CC2)c2c(C)cccc2n1C	i	-9	-1.8	1213	/	/	i	-2%	14	18
20	CCN(CC)C(=O)N1c2ccccc2CC(N(CC)CC)c2ccccc21 (stereo not drawn)	i	-8	-0.9	1326	/	/	i	18%	30	19

item	MT stabilizer	MT stabilizer Hoechst-high %	MT stabilizer cytotoxicity %	Dynein transport	Dynein transport cytoplasmic EGFP	Dynein transport nuclear GR-EGFP	Dynein transport cell count	Ins promoter up	Ins promoter up cell count
11	2.7	2.3	3.8	-0.52	-0.28	-0.36	0.48	/	/
12	3.6	2.9	2.9	-0.13	-0.23	0.063	1.2	-0.33	868
13	3.8	2.5	3.8	-0.33	-0.28	-0.14	1	-0.82	1212
14	1.9	1.8	8.3	-1	-0.18	-0.38	0.6	-0.39	1071
15	2.8	1.7	2.3	-0.54	-0.11	-0.32	0.47	1.1	1517
16	/	/	/	-2.8	0.092	-1.2	0.35	-1.2	518
17	2.7	1.5	4.5	0.39	-0.25	0.16	-0.31	-0.07	1303
18	5.7	2.0	7.2	0.14	-0.35	0.34	-0.049	0	1311
19	6.0	3.1	2.2	0.014	-0.29	0.078	-0.3	0.29	1087
20	3.8	3.5	8.9	0.29	-0.34	0.2	-0.08	-0.36	1040

2 records drawn at random from those above, as already listed:
item	molecule	Autophagy mod	Autophagy mod cell loss 18 h	b-catenin transl	b-catenin transl cell count 5 µM	Hep lipid drop	Hep lipid drop cells 6.5 µM	Yfh1-depleted yeast	HEK293 NOD2/NF-kB	WT yeast gro inh	WT yeast gro inh mutant strain
14	NS(=O)(=O)c1ccc(NC(=O)COC(=O)CSc2n[nH]c(-c3ccccc3)n2)cc1	i	11	0.2	1175	/	/	i	13%	-1	-1
11	O=C(/C=C/c1ccc(S(=O)(=O)N2CCOCC2)cc1)NCCCn1ccnc1	i	-41	-0.4	1110	0	686	i	6%	1	6

item	MT stabilizer	MT stabilizer Hoechst-high %	MT stabilizer cytotoxicity %	Dynein transport	Dynein transport cytoplasmic EGFP	Dynein transport nuclear GR-EGFP	Dynein transport cell count	Ins promoter up	Ins promoter up cell count
14	1.9	1.8	8.3	-1	-0.18	-0.38	0.6	-0.39	1071
11	2.7	2.3	3.8	-0.52	-0.28	-0.36	0.48	/	/

Further records follow:
item	molecule	Autophagy mod	Autophagy mod cell loss 18 h	b-catenin transl	b-catenin transl cell count 5 µM	Hep lipid drop	Hep lipid drop cells 6.5 µM	Yfh1-depleted yeast	HEK293 NOD2/NF-kB	WT yeast gro inh	WT yeast gro inh mutant strain
21	O=C1c2ccccc2NC(c2ccco2)N1NS(=O)(=O)c1ccccc1 (stereo not drawn)	i	-1	0.1	1125	24	678	i	16%	-12	-15
22	CCN(CC)c1c([N+](=O)[O-])c(=O)sc2ccccc12	i	-13	0.4	860	-10	526	i	8%	6	-21
23	COc1ccccc1CNC(=O)CC1Sc2ccccc2NC1=O (stereo not drawn)	i	-6	2.6	1054	-19	708	i	8%	-35	-8
24	C/C(CC(=O)Nc1cccc(C(F)(F)F)c1)=N/NC(=O)C(=O)NCCO	/	/	-5.1	1150	9	741	i	3%	/	/
25	O=C(NC1CCCC1)C(c1ccncc1)N(Cc1ccccc1)C(=O)c1ccc(-c2ccccc2)[nH]1 (stereo not drawn)	i	13	-1.3	921	-30	605	i	-21%	12	4
26	CC(C)CC(c1nnnn1C(C)(C)C)N1CCN(C2CCCC2)CC1 (stereo not drawn)	i	0	-1.0	1081	0	630	i	-19%	-13	-2
27	COC(=O)CN(c1ccccc1)S(=O)(=O)c1cc(Br)ccc1OC	i	34	1.1	1000	-29	705	i	-17%	16	18
28	CN(C)c1ccc(C(=S)N2CCN(C(=S)Nc3ccccc3)CC2)cc1	i	2	0.1	1591	-59	682	i	5%	23	17
29	Cc1ccc(S(=O)(=O)n2nc(OC(=O)c3ccco3)cc2N)cc1	i	-57	/	/	/	/	i	/	-9	0

item	MT stabilizer	MT stabilizer Hoechst-high %	MT stabilizer cytotoxicity %	Dynein transport	Dynein transport cytoplasmic EGFP	Dynein transport nuclear GR-EGFP	Dynein transport cell count	Ins promoter up	Ins promoter up cell count
21	3.5	2.0	0.8	-0.6	-0.33	-0.68	0.25	-0.1	1379
22	5.9	3.8	6.2	0.96	-0.045	0.64	-1.2	/	/
23	2.2	2.8	2.7	-0.76	-0.023	-0.4	0.83	1.2	1119
24	/	/	/	-0.0027	0.46	0.094	-0.086	-0.14	1277
25	4.4	3.6	4.5	-0.76	-0.24	-0.43	1.6	0.12	1302
26	2.1	1.8	6.5	-0.5	-0.18	-0.043	-0.6	-0.3	1824
27	4.0	1.3	3.4	1.5	-0.32	1.2	-0.39	1	1546
28	2.7	2.7	4.8	-0.61	0.037	-0.41	-0.47	-0.16	1120
29	3.0	2.6	9.8	0.22	-0.14	0.31	0.42	/	/
